# Assay outcomes as filed in PubChem BioAssay.
# NCI-60 one-dose screen, 48 h, at 10 µM unless noted. Numbers give growth in % (100 = growth as untreated, 0 = no growth, -100 = all killed).
# MCF7 – MCF7 breast cancer. AID 1794796. hit rate 6.3% among 82,000
# T-47D – T-47D breast cancer | hit rate 5% among 79,000 | AID 1794792
# BT-549 – BT-549 breast cancer; hit rate 4.4% among 78,000
# MDA-MB-231 – MDA-MB-231 breast cancer; AID 1794789; hit rate 5% among 81,000
# HS 578T – HS 578T breast cancer. hit rate 4.1% among 78,000. AID 1794788
# SK-MEL-28 – SK-MEL-28 melanoma; hit rate 4.1% among 81,000; AID 1794761
# MDA-MB-468 – MDA-MB-468 breast cancer. hit rate 8.5% among 78,000. AID 2202374
# LOX IMVI – LOX IMVI melanoma; AID 1794757; hit rate 7.4% among 79,000
# The depositor's hits bear a star; x = no result given; & = joins results of further samples. How the source made its calls: active means growth percent below 10; inactive means the rest. These rows are one share of the data; rates above refer to the full screens.
item	Structure	HS 578T	T-47D	SK-MEL-28	LOX IMVI
1	N#Cc1c(F)cc(-n2c(C(=O)N3CC(F)C3)cc3cccnc32)cc1F	104	95	123	89
2	CCOC(=O)CP(=S)(S)c1ccccc1 (stereo not drawn)	93	90	105	102
3	CN(CCOCCC(=O)NCCCC(O)(P(=O)(O)O)P(=O)(O)O)C(=O)Oc1ccc2c(c1)OCC(c1ccc(F)cc1)C2=O (stereo not drawn)	97	108	103	100
4	CC(C)[N+](C)(C)CCC(C(N)=O)(c1ccccc1)c1ccccc1	101	99	106	100
5	N#C[C@]1(Cl)CC2CCC1C2 (stereo partly drawn)	122	99	117	104
6	CC1(C)CC2CCC(O)C2C(CCO)N1 (stereo not drawn)	99	101	110	96
7	Cc1nnc([S-])s1.[Au+].c1ccc([PH+](c2ccccc2)c2ccccc2)cc1	31	-40*	-56*	-61*
8	OOSSOCc1cccc2ccccc12	90	x	113	98
9	CC12CCC3C(CCC4Cc5[nH]c6ccccc6c5CC43C)C1CCC2O (stereo not drawn)	-8.2*	29	55	13
10	CC1CCC(OC(C[N+](=O)[O-])C(Cl)(Cl)Cl)CC1 (stereo not drawn)	105	104	113	100

item	MDA-MB-468	MCF7	BT-549	MDA-MB-231
1	111	101	98	104
2	95	98	99	105
3	105	90	104	108
4	107	94	x	108
5	123	110	x	116
6	102	100	119	86
7	-69*	-64*	34	4.4*
8	92	99	x	97
9	29	5.1*	60	37
10	x	98	101	106

# A few values from the results shown.
# For MCF7, no. 8 has 99
# For HS 578T, no. 2 has 93
# For HS 578T, no. 1 has 104
# For MCF7, no. 10 has 98
# For MCF7, no. 7 has -64*

# Structures shown so far containing two or more sulfur atoms (3):
item	Structure	HS 578T	T-47D	SK-MEL-28	LOX IMVI
2	CCOC(=O)CP(=S)(S)c1ccccc1 (stereo not drawn)	93	90	105	102
7	Cc1nnc([S-])s1.[Au+].c1ccc([PH+](c2ccccc2)c2ccccc2)cc1	31	-40*	-56*	-61*
8	OOSSOCc1cccc2ccccc12	90	x	113	98

item	MDA-MB-468	MCF7	BT-549	MDA-MB-231
2	95	98	99	105
7	-69*	-64*	34	4.4*
8	92	99	x	97

# Later entries:
item	Structure	HS 578T	T-47D	SK-MEL-28	LOX IMVI
11	O=c1c2cc(F)ccc2[nH]c(=S)n1-c1ccc(Cl)cc1	98	93	105	x
12	COc1ccccc1CC(C)NC(C)Cc1ccccc1OC (stereo not drawn)	96	77	97	80
13	COc1ccc(C(O)P(=O)(OC)OC)cc1 (stereo not drawn)	108	112	102	99
14	CC12CCC3C(CC=C4CC(O)CCC43C)C1C/C(=C\N1CCOCC1)C2=O (stereo not drawn)	114	96	106	105
15	Oc1ccccc1-c1ccccc1O	104	109	119	100
16	Cc1ccc(C(O)(C(=O)O)c2ccc(C)cc2)cc1	106	83	100	99
17	CN(C)[C@@H]1C(=O)C(C(N)=O)=C(O)[C@@]2(O)C(=O)C3=C(O)c4c(O)ccc(Cl)c4[C@@](C)(O)[C@H]3C[C@@H]12	92&95	98&91	112&109	96&86
18	CNC(=O)O/N=C(C)/C(C)=N/OC(=O)NC	93	101	102	102
19	COc1cc(C)c(C[N+](C)(C)C)c(OC)c1	105	107	108	95
20	C[C@]12CCc3nc(-c4cccc(Oc5ccc(C(F)(F)F)cn5)c4)sc3C1=CC[C@@H]1[C@@H]2CC[C@]2(C)C(=O)CC[C@@H]12	84	87	x	91

item	MDA-MB-468	MCF7	BT-549	MDA-MB-231
11	112	98	94	108
12	97	92	103	93
13	98	89	104	x
14	106	92	93	106
15	99	109	110	104
16	105	100	101	99
17	101&105	87&95	88	98&103
18	90	93	109	106
19	93	100	102	98
20	114	92	90	109

# Additional structures follow.
item	Structure	HS 578T	T-47D	SK-MEL-28	LOX IMVI
21	NNc1n[nH]c(N)n1	97	97	111	99
22	O=[N+]([O-])c1ncc[nH]1	112	109	112	100
23	CCCCCCNP(=O)(Oc1ccccc1)Oc1ccccc1	102	105	111	94
24	FCCN(CCF)c1cccc(Cl)c1	103	108	115	100
25	CCCCOC(=O)CC(C(=O)OCCCC)N1CC1 (stereo not drawn)	101	100	109	100
26	C=C(C)CC1(CC)C(=O)NC(=S)NC1=O	99&106	96&100	106&108	97
27	O=C(O)CSc1ccc(N=Cc2ccc(N(CCCl)CCCl)cc2)cc1	86	55	103	68
28	COC(=O)C1=C(O)c2ccoc2C2(C(C)C)CCCC1C2 (stereo not drawn)	97	95	98	96
29	O=C(NCCCN1CC1)C(=O)NCCCN1CC1	110	95	108	83
30	Nc1nc(N)nc(NC2CC2)n1	x	82	109	89

item	MDA-MB-468	MCF7	BT-549	MDA-MB-231
21	106	95	110	102
22	114	111	110	110
23	96	96	109	105
24	107	107	121	91
25	109	103	113	110
26	93&101	94&98	102&115	105&99
27	15	44	74	96
28	86	109	x	98
29	83	71	89	97
30	78	96	74	89

# Carrying on.
item	Structure	HS 578T	T-47D	SK-MEL-28	LOX IMVI
31	CN[C@@]1(c2ccccc2Cl)CCCC[C@@H]1NC1CCCC1	98	93	103	99
32	CC1(C(=O)O)CC12c1ccccc1-c1ccccc12 (stereo not drawn)	107	90	122	98
33	C#CC1(O)CCC2C3CC=C4CC(O)CCC4(C)C3CCC21C (stereo not drawn)	89	103	106	94
34	C[C@]12CC[C@H]3[C@@H](C[C@@H]4SC(Nc5ccccn5)=N[C@@]45CC(=O)CC[C@]35C)[C@@H]1CCC2=O	60	56	76	64
35	CCC1(CC(C)c2ccccc2)C(=O)NC(=O)NC1=O (stereo not drawn)	136	105	111	104
36	CC1CN1P1(=O)OCC(C)([N+](=O)[O-])CO1 (stereo not drawn)	102	x	112	103
37	C=CCN(CC=C)C(=O)CCN1CC1C (stereo not drawn)	148	104	121	108
38	CCCCOP(=O)(N1CCOCC1)N1CCOCC1	114	96	113	97
39	CCN(CC)C(=O)[C@H]1CN(C)[C@@H]2Cc3c[nH]c4cccc(c34)[C@]23C[C@H]13	99	96	103	96
40	CC(=O)Cc1ccc(C)cc1	99	101	97	104

item	MDA-MB-468	MCF7	BT-549	MDA-MB-231
31	98	99	102	101
32	103	104	114	125
33	100	119	92	98
34	61	46	77	59
35	102	100	112	105
36	120	99	111	105
37	99	100	111	108
38	108	97	101	108
39	97	96	x	91
40	97	91	95	108

# The listing continues.
item	Structure	HS 578T	T-47D	SK-MEL-28	LOX IMVI
41	Cc1cc(C)c(C)c(C(O)(C(=O)O)c2ccccc2)c1 (stereo not drawn)	107	110	103	103
42	C[C@]12CC[C@H]3[C@@H](CC=C4c5nc(-c6cccc(F)c6)sc5CC[C@@]43C)[C@@H]1CC[C@@H]2O	109	81	93	87
43	ClC1OC(Cl)C(Cl)OC1Cl (stereo not drawn)	x	96	97	106
44	Cc1ccc(-n2c(=O)[nH]c3ccccc3c2=O)cc1[N+](=O)[O-]	116	95	114	98
45	CN[C@@]1(c2ccccc2Cl)CCCC[C@@H]1NCC1CCCO1 (stereo partly drawn)	96	93	101	98
46	CC[C@@]1(O)C[C@H](OC2CC(N(C)C)C(OC3CC(O)C(OC4CCC(=O)C(C)O4)C(C)O3)C(C)O2)c2c(cc3c(c2O)C(=O)c2c(O)ccc(O)c2C3=O)[C@H]1C(=O)OC (stereo partly drawn)	9.3*	18	x	-69*
47	CCOc1cc2c(cc1OCC)C(C)NCC2 (stereo not drawn)	108	111	104	99
48	CC[C@H](CC[C@@H](C)[C@H]1CC[C@H]2[C@@H]3CC[C@H]4C[C@]5(CC[C@]4(C)[C@H]3CC[C@]12C)OO[C@](C)(C(F)(F)F)O5)C(C)C	100	88	90	93
49	CC12CCC3C(CCC4CC(=C5C=CC=C5)CCC43C)C1CCC2O (stereo not drawn)	x	97	107	89
50	Cc1cc(C)c(Nc2nc3c(s2)CC[C@@]2(C)C3=CC[C@@H]3[C@@H]2CC[C@]2(C)C(=O)CC[C@@H]32)c(C)c1	114	94	113	102

item	MDA-MB-468	MCF7	BT-549	MDA-MB-231
41	114	103	100	109
42	91	90	93	108
43	95	94	110	102
44	110	103	98	90
45	96	99	102	105
46	x	0.4*	-4.5*	28
47	99	101	109	106
48	95	93	82	95
49	91	104	99	113
50	111	100	111	103

# Continued:
item	Structure	HS 578T	T-47D	SK-MEL-28	LOX IMVI
51	C=CC[PH+](c1ccccc1)c1ccccc1.C=CC[PH+](c1ccccc1)c1ccccc1.[Pt+2].[S-]c1ncccn1.[S-]c1ncccn1	62	2.0*	-31*	-68*
52	CN(C)CCCOc1ccc2c(c1)c(C(=O)C(=O)NCCO)cn2Cc1ccccc1	100	95	118	93
53	COC1[C@@H]2C[C@H]3C(C)(C)O[C@@](C/C=C(/C)C(=O)O)(C2=O)[C@]32Oc3c(CC=C(C)C)c4c(c(O)c3C(=O)[C@H]12)C=CC(C)(C)O4 (stereo partly drawn)	23	-27*	-61*	-97*
54	O=C(O)c1cc2ccccc2n1Cc1ccccc1	98	99	107	100
55	CC1C(c2ccccc2)OC(=O)N1C (stereo not drawn)	107	104	108	97
56	CC(C)(O)C1C2OC(=O)C1C1(O)CC3OC34C(=O)OC2C14C (stereo not drawn)	93	102	107	95
57	O=C=Nc1ccc(Br)cc1	106	92	110	106
58	CNC(C)[C@H](O)c1ccccc1 (stereo partly drawn)	119	94	123	102
59	Cc1cccc(C)c1N	100	97	100	110
60	CNC(=O)Oc1ccccc1OC(=O)NC	105	84	111	88

item	MDA-MB-468	MCF7	BT-549	MDA-MB-231
51	-5.6*	17	64	7.1*
52	117	92	98	104
53	-65*	-79*	-3.1*	-18*
54	95	92	100	122
55	107	106	112	106
56	103	105	104	99
57	83	98	98	108
58	113	109	104	102
59	89	94	104	113
60	110	102	84	98

# Profiles as entered above. Order of values: HS 578T | T-47D | SK-MEL-28 | LOX IMVI | MDA-MB-468 | MCF7 | BT-549 | MDA-MB-231
# Record of CN[C@@]1(c2ccccc2Cl)CCCC[C@@H]1NC1CCCC1 : 98 | 93 | 103 | 99 | 98 | 99 | 102 | 101
# Record of CNC(=O)O/N=C(C)/C(C)=N/OC(=O)NC : 93 | 101 | 102 | 102 | 90 | 93 | 109 | 106
# Record of O=c1c2cc(F)ccc2[nH]c(=S)n1-c1ccc(Cl)cc1 : 98 | 93 | 105 | x | 112 | 98 | 94 | 108

# The results go on.
item	Structure	HS 578T	T-47D	SK-MEL-28	LOX IMVI
61	C=CCCCCCCCCC(=O)O	107&88	108&101&101	107&112	98&96&103
62	C#CCOc1cc2c(cc1CC=C)OCO2	96	x	111	93
63	O=C(c1ccccc1)C(F)(F)F	109	112	103	99
64	O=S(=O)(O)OOS(=O)(=O)O	105	101	101	103
65	COc1cc2c(cc1OCCCCCn1c(-c3ccco3)nc3ccccc31)N=C[C@@H]1CCCN1C2=O	15	28	-59*	-32*
66	CCOC(=O)N[C@H]1CCc2c(Br)c(OC)c(OC)c(OC)c2-c2ccc(SC)c(=O)cc21	-1.6*	43	57	9.3*
67	CC1=CC(=O)C2=C(C)CC(O)[C@@H]3[C@H](OC(=O)[C@@H]3C)[C@@H]12 (stereo partly drawn)	105	96	110	93
68	Cc1ccc(N)cc1N	107	102	108	94
69	C[C@]12CC[C@H]3[C@@H](CCC4=CC(=O)CC[C@@]43C)[C@@H]1C[C@@H](F)[C@H]2O	116	99	117	105
70	c1ccc(C2NCCc3[nH]cnc32)cc1 (stereo not drawn)	102	166	122	101

item	MDA-MB-468	MCF7	BT-549	MDA-MB-231
61	106&97	106&96&107	104&119&103	98&111&117
62	100	95	94	107
63	116	97	98	117
64	99	87	111	99
65	x	13	18	9.2*
66	-15*	11	3.6*	-7.2*
67	95	96	118	88
68	110	93	110	81
69	117	95	113	104
70	x	89	x	108

# Following part:
item	Structure	HS 578T	T-47D	SK-MEL-28	LOX IMVI
71	Clc1ccc(SSC(Cl)(Cl)Cl)cc1	x	114	120	103
72	Cc1cccc(N2CCC3(CC2)C(=O)NC(=O)NC3=O)c1	115	99	103	105
73	CCCNC(=O)C[C@H](CCC(F)(F)F)C(=O)N[C@H]1N=C(c2ccccc2)c2ccccc2N(C)C1=O	92	100	103	99
74	CC(=O)O[C@H](C[C@H](C(C)C)N(C)C(=O)[C@@H](NC(=O)[C@H]1CCCN1C)C(C)C)c1nc(C(=O)N[C@@H](Cc2ccccc2)C[C@H](C)C(=O)O)c(C)s1	24	51	62	27
75	O=[N+]([O-])C(Br)C(c1ccccc1)N1CCOCC1 (stereo not drawn)	100	88	110	99
76	CCN(CC)CCOC(=O)C(OCC(C)C)(c1ccccc1)c1ccccc1	89	83	100	95
77	CCn1cnc2c(Nc3cccc(Cl)c3)nc(N[C@@H]3CCCC[C@@H]3N)nc21	27	0.5*	23	-8.4*
78	NC(=O)C[N+](=O)[O-]	103	104	110	98
79	CN1C(=O)C(C)(C2=CCCCC2)C(=O)NC1=S (stereo not drawn)	110	96	98	99

item	MDA-MB-468	MCF7	BT-549	MDA-MB-231
71	104	108	121	116
72	105	99	109	105
73	88	94	102	92
74	19	x	-23*	15
75	114	95	80	108
76	89	88	83	87
77	-22*	4.0*	62	-22*
78	102	93	115	111
79	95	110	125	109
